Pf Dd2 inh: blocks in vitro growth of P. falciparum Dd2; P. falciparum Dd2 growth, SYBR Green, 72 h; Potency, µM (titrated, usually from 28.9 µM), for inactives: at the highest dose activity, negative = inhibition, most hits filed as inhibitors; hit rate 4.3% among 120,000; active means well fitted inhibition curve with a large enough effect; inconclusive means small, poorly fitted or top-dose-only effect; inactive means no such curve, though single readings can be large or run the other way;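 further: plate controls were DMSO vehicle for no effect and reference drug for full effect; nearly all actives have a fitted effect of over 65% in size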
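Infected erythrocytes (Dd2, 0.3% parasitemia, 2.5% hematocrit final) are added to compound in RPMI-1640/Albumax II medium, grown 72 h at 37C in low oxygen, then lysed with saponin/Triton-X containing SYBR Green and read by fluorescence.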
Active calls of the source: *; i = inactive; ? = inconclusive; & = joins results of further samples; [ ] = remark or other dose. Potency means the concentration at half of the fitted maximal effect. This is a subset, so the mix of outcomes need not match the whole.

compound	Pf Dd2 inh
Cc1cc(F)ccc1-c1[nH]nc2ncc(-c3ccnn3C)nc12	i
CC(C)c1nc2c(c(-c3ccc(O)cc3)n1)CN(Cc1cccc3ccccc13)CC2	?
COc1ccc(NC(=O)CN2C(=O)NC(c3ccccc3Cl)C3=C2COC3=O)cc1 (stereo not given)	-23%
CCc1ccc2nc(N3CCN(C(=O)C4CC4)CC3)sc2c1	i
c1cc(-c2nnc([C@H]3CCN(Cc4ncc[nH]4)C3)o2)ccn1	-17%[44.1 µM]
O=C(Nc1ccc(Br)cc1F)C1CCN(c2nc3ccccc3[nH]2)CC1	4%
CCOc1c(CN(C)C(=O)Cn2cccc(OC)c2=O)cccc1OC	-7%
CCCCN(CC)CCCNC(=O)c1cc2c(=O)oc3ccc(C)cc3c2s1	10%
COCC(=O)NC[C@H]1C[C@@H]2CCN1C[C@@H]2CN1CCN(c2ccccn2)CC1	11%[44.1 µM]
COc1ccccc1CN1C(=O)C2(CCOCC2)CC1c1nnnn1C(C)(C)C (stereo not given)	12%
CCn1cc(CNc2ccc(-c3ccccc3OC)nn2)cn1	12%
Cc1ccc(S(=O)(=O)N2CC[C@H](c3n[nH]c(C)n3)[C@H](NC(=O)CN(C)C)C2)cc1	-23%
CCc1cc(N2CCC3(CC2)CC(c2ccccc2)C(=O)N3)nc(N(C)C)n1 (stereo not given)	-8%
Cc1cc(C)c(S(=O)(=O)N2CCC(N3CCN(Cc4ccc(F)cc4)C(=O)C3=O)CC2)c(C)c1	i
COc1cccc(CN(C(=O)c2ccc(C(C)(C)C)cc2)C2CCS(=O)(=O)C2)c1 (stereo not given)	-24%

Part of the list above, as labelled records:
> CCc1ccc2nc(N3CCN(C(=O)C4CC4)CC3)sc2c1
  Pf Dd2 inh = i

> Cc1cc(C)c(S(=O)(=O)N2CCC(N3CCN(Cc4ccc(F)cc4)C(=O)C3=O)CC2)c(C)c1
  Pf Dd2 inh = i

> COc1ccccc1CN1C(=O)C2(CCOCC2)CC1c1nnnn1C(C)(C)C (stereo not given)
  Pf Dd2 inh = 12%

> CC(C)c1nc2c(c(-c3ccc(O)cc3)n1)CN(Cc1cccc3ccccc13)CC2
  Pf Dd2 inh = ?

Going on with the list:
compound	Pf Dd2 inh
Cc1cnc(CCNC(=O)Cn2c(=O)oc3ccccc32)n1C1CCC1	?
Cc1nn(C)c(C)c1CCC(=O)N1CCCC(N(C)C)CC1 (stereo not given)	15%
O=C(Nc1cccc(-n2cccn2)c1)C1CCCN1C(=O)C1CC1 (stereo not given)	2%
CCOC(=O)C1=C(CN2CCCCC2)NC(=O)NC1c1cc(C)ccc1C (stereo not given)	?
COC(=O)CCCNC(=O)[C@@H]1[C@@H](NC(=O)Nc2cccc(OC)c2)CCN1C(=O)C=C(C)C	-11%
CCOc1ccccc1C1NC(=O)N(CC(=O)Nc2ccccc2)C2=C1C(=O)OC2 (stereo not given)	i
O=C([C@H](O)c1ccccc1)N1CCc2onc(-c3cccc4ccccc34)c2C1	i
CCc1cccc(-n2c(C)nc3c(cnn3-c3ccc(Cl)cc3)c2=O)c1	-14%
O=C(Nc1ccccc1C(=O)OCc1cc(=O)n2nc(C3CC3)sc2n1)c1ccc(Cl)cc1	-7%
CCc1ccc2c(c1)c(=O)c(S(=O)(=O)c1ccc(F)cc1)cn2CC(=O)Nc1ccccc1OC	-29%
CCOc1ccccc1C(=O)N1CCC(Cc2nc(-c3ccc(F)cc3)no2)CC1	?
COc1cccc(CNC(=O)c2ccc(-c3nc(CSc4ccccc4)c(C)o3)cc2)c1	51%[activator]
CN1c2cc(C(=O)Nc3cccc(C(F)(F)F)c3)ccc2C(=O)N2CCCCCC21 (stereo not given)	?
COc1ccc(C2=NOC3(CCCN(Cc4ccc(C(F)(F)F)cc4)C3)C2)cc1 (stereo not given)	2%
COc1ccc(C)cc1NC(=O)C1CCN(S(=O)(=O)c2ccc3[nH]c4c(c3c2)CCCCC4)CC1	?
COc1c(F)cccc1C(=O)N1CCc2onc(-c3ccccc3F)c2C1	i
COc1ccc(-c2noc(Cn3c(=O)c4ccccc4n(CC(=O)Nc4cccc(C(F)(F)F)c4)c3=O)n2)cc1	?
Cc1ccsc1C(=O)NCC1Cn2cccc2CN1C (stereo not given)	-9%
CCn1cc(C(=O)NCCCN(CC(C)C)CC(C)C)c(=O)c2cc(S(=O)(=O)N(C)C3CCCCC3)ccc21	?
CC(CNC(=O)c1cc(CN2CCOCC2)on1)c1ccccc1 (stereo not given)	-4%
CC(C)NC(=O)C1COC2(CCN(C(=O)c3ccc(F)cc3)CC2)N1C(=O)c1ccccc1 (stereo not given)	-16%
Cc1ccc(C#N)c(N2CCCC(c3nnc(Cn4cccn4)n3C)C2)n1 (stereo not given)	-10%
CCCNC(=O)N1CCC(Cn2c(C)cnc2C2CC2)CC1	2%
Cc1noc(C)c1-c1cc2c(cc(C)n2C)c(-c2ccccc2)n1	i
O=C(Cc1ccccc1Cl)N1CC(CO)C2(CCNCC2)C1 (stereo not given)	19%
Cc1cn2nc(C(=O)NCc3ccccc3)cc2c(N(C)Cc2ccccc2)n1	?
Cc1noc(C)c1[S+](=O)([O-])N1CCC(N2Cc3cnc(C)n3C2=O)CC1	2%
COc1ccc(NC(=O)c2cnn(-c3ccc(F)cc3F)c2C2CCN(C(=O)OC(C)(C)C)CC2)cc1Cl	7.9µM*
COc1ccc(CCNC(=O)c2ccc3c(c2)N(Cc2ccccc2)C(=O)c2ccccc2S3=O)cc1OC (stereo not given)	i
COc1ccc(-c2csc(-c3c(N)c(C(=O)c4ccccc4)n4ccccc34)n2)cc1OC	10%
Cn1c(=O)c(=O)n(C)c2cc(S(=O)(=O)CCC(=O)Nc3cccc(C(F)(F)F)c3)ccc21	-12%
COc1ccc(NC(=O)CN2C(=O)NC3(CCOCC3)C2=O)cc1	-8%
CN(Cc1ccccc1)C(=O)C1CCN(c2cc(C3CC(O)C3)ncn2)CC1 (stereo not given)	-22%
CCN(C(=O)CCC(=O)N1CCC(C)(c2noc(-c3ccccn3)n2)CC1)c1ccccc1	i
CC(=O)Nc1cccc(-c2ccnc(-c3nnc(C)n3CCN3CCOCC3)c2)c1	i
COc1ccc(Cn2cc(C(C(=O)O)N(C)Cc3nnc(C)o3)cn2)cc1 (stereo not given)	-8%
Cc1ccc(-c2ccc(CN)cc2)c(C)c1	?
O=[S+]1([O-])NCC2(CCN(Cc3cccnc3)C2)Oc2ncccc21 (stereo not given)	i
c1ccc(-c2cc(CC3(NCC4CC4)COC3)no2)nc1	-3%[44.1 µM]
CN1CC(=O)N(c2ccc(Cl)cc2)Cc2c(NCC3CC3)ncnc21	8%
O=C(Nc1cccc(Cl)c1Cl)c1cc(S(=O)(=O)NCCc2ccccc2)ccc1F	-3%
COc1ccc(N2CC(C(=O)NCCc3ccc(Cl)cc3)NC2=O)cc1 (stereo not given)	-21%
COc1ccc(Cl)cc1NC(=O)CSc1cn(CC(=O)N2CCCC2)c2ccccc12	-28%
O=C(Cc1cccc(F)c1)NC1CCN(c2cc(C(F)(F)F)ncn2)CC1	-19%
COc1ccc(-c2ccc3nc(-c4cccc(Cl)c4)oc3c2)c(OC)c1OC	-5%

A portion from the list above:
compound	Pf Dd2 inh
O=C(Cc1cccc(F)c1)NC1CCN(c2cc(C(F)(F)F)ncn2)CC1	-19%
COc1ccc(-c2ccc3nc(-c4cccc(Cl)c4)oc3c2)c(OC)c1OC	-5%

Later entries:
compound	Pf Dd2 inh
CCOc1cccc2sc(N3CCN(C(=O)c4ccco4)CC3)nc12	i
CSc1ccc(Nc2nn(-c3ccc(OC(F)(F)F)cc3)nc2C(C)=O)cc1	0%
COCCOc1ccc2c(n1)CCN(C(=O)Cc1ccccc1)C2	-22%
Cc1noc(Cn2c(=O)c3cc4c(cc3n(CC(=O)Nc3ccccc3Br)c2=O)OCO4)n1	5%
O=C(c1cn[nH]c1)N1CCC(c2nc(CCOCC3CCOCC3)no2)C1 (stereo not given)	7%
Cc1sc(-c2cc3ccccc3oc2=O)nc1-c1ccc(Cl)cc1	38%[activator]
Cc1cccc(CCNC(=O)CCS(=O)(=O)c2cc3c(cc2Cl)NC(=O)CO3)c1	?
CC(=O)Nc1ccc(S(=O)(=O)NC[C@H]2C[C@@H]3CCN2C[C@@H]3c2cc(-c3ccc(F)cc3)nn2C)cc1	i
CCN1c2cc(C(=O)NCc3ccccc3C)ccc2C(=O)N2CCCCC21 (stereo not given)	i
CN(C(=O)CSc1nc2ccc(NC(=O)c3ccc(F)cc3)cc2s1)c1ccccc1	i
COc1ccc(-c2noc([C@@H]3Cc4nc[nH]c4CN3C(=O)CCC(=O)O)n2)cc1	-13%[44.1 µM]
Cc1nc2ccc(C(=O)N3C[C@@H](CN4CCCCC4)[C@@H](CO)C3)cc2s1	-18%
O=C(NCCc1noc(-c2ccccc2)n1)C1CC1	i
COc1ccc2nc(SCC(=O)c3c(C)[nH]c4ccccc34)nc(C)c2c1	28%
Cc1ccc(S(=O)(=O)C(CNC(=O)C(=O)NCCc2ccc(F)cc2)c2cccs2)cc1 (stereo not given)	-10%
COc1ccc(CNC(=O)Cn2c(=O)cc(-c3ccccc3)c3c(C)nn(C)c32)cc1	i
COc1cccc(CCC(=O)NCCC2CCN(C(=O)Nc3ccc(C)c(F)c3)CC2)c1	-28%
CN1CCOC[C@H]2CCN(C(=O)c3cccc4[nH]ccc34)C[C@H]21	i
CCc1ccc(S(=O)(=O)c2nnn(-c3ccc(F)cc3)c2N)cc1	?
Cc1onc(-c2cnn(C)c2NCCc2ccccc2)c1C(=O)NCc1ccccc1	-10%[44.1 µM]
COc1cccc(-c2cnc(NCc3ccccc3Cl)n2C)c1	i
CCn1cnnc1CC1CCN(S(=O)(=O)c2ccc3c(c2)CCC3)C1 (stereo not given)	i
COc1ccc(N2CCN(C(c3ccccc3)c3nnc(-c4ccccc4Cl)o3)CC2)cc1 (stereo not given)	?
Cc1ccccc1NCc1cccn1-c1nnc(N2CCOCC2)s1	?
Cc1oc2ncnc(N3CCOCC3)c2c1C(=O)Nc1ccc(Br)cc1F	?
Cc1ccc(CNC(=O)c2nc(S(=O)(=O)Cc3ccc(C)cc3)ncc2Cl)cc1	131%[activator]
Cc1ccc(CN2C(=O)[C@@H]3C[C@@H](O)CN3C3(CN(Cc4ccc(C#N)cc4)C3)C2=O)o1	-19%[44.1 µM]
COc1cccc(CC(=O)NC2CCN(c3cc(-c4cccs4)[nH]n3)C2)c1 (stereo not given)	-20%
Cc1nc(CCNS(=O)(=O)Cc2cccc(Cl)c2)no1	25%
Cc1cc(NC(=O)c2ccc(-c3ccc(Br)cc3)o2)cc(-c2nc3ncccc3o2)c1O	35%
COCCC(=O)N1CCC2(CCC2NC(=O)COC)CC1 (stereo not given)	7%
CN1c2cc(C(=O)NCc3cccs3)ccc2C(=O)N2CCCC21 (stereo not given)	i
OC1(CN2CCCCC2)CCN(Cc2ccc(C(F)(F)F)cc2F)C1 (stereo not given)	?
CC(NC(=O)c1cc2c(s1)CCN(C(=O)c1ccccc1)C2)c1ccc(F)cc1 (stereo not given)	-2%
OC[C@H]1CCN(Cc2cn(-c3ccccc3)nc2-c2ccncc2)C[C@@H]1O	-30%
Cc1nn(-c2ccc3nncn3n2)c(C)c1CCC(=O)Nc1ccc(OC(F)(F)F)cc1	6%
Cc1ccc(-n2nc3n(c2=O)CCN([S+](=O)([O-])c2cccc(C(F)(F)F)c2)C3)cc1	4%&-13%
Cc1nc(-c2c3n(c(=O)n(CC(=O)NCCCc4ccccc4)c2=O)CCCC3)no1	7%
COCc1cn(C[C@H]2C[C@@H](NC(=O)NC3CCCC3)[C@H](O)[C@@H]2O)nn1	12%[44.1 µM]
COc1cccc(C(=O)N(C)Cc2ccc(F)cc2)c1	-10%[44.1 µM]
CCCc1nnc(NC(=O)Nc2ccccc2Cl)s1	-12%
COc1ccc(OC)c(/C=C(\C#N)c2nc3ccccc3c(=O)[nH]2)c1	22%
CNCC(=O)N1CCCC(c2nnc(CN3CCOCC3)n2C)C1 (stereo not given)	2%
CCc1nc2c(c(-c3ccc(OC)cc3)n1)CN(C(=O)c1ccccc1)CC2	?
OCCN1CCN(c2ccc(-c3nc(-c4cccc(C(F)(F)F)c4)no3)cn2)CC1	?
O=C(C1CC1)N1CCn2c(nnc2[C@@H]2C[C@@H](O)CN2Cc2ccccc2)C1	44%[activator]
CCOCCN1C(=O)COC[C@@H]1[C@H](O)c1ccc(NC(=O)c2cccc(C#N)c2)cc1	-21%[44.1 µM]
COc1ccc(CCNC(=O)c2nc(SCc3ccc(C)cc3)ncc2Cl)cc1OC	i
Cc1cc(CN(C)C(=O)c2cc(COc3ccc(F)cc3F)on2)on1	-11%
Cc1cc(C)cc(NC(=O)Cn2c(=O)n(CCC(C)C)c(=O)c3cccnc32)c1	-11%
CNc1ncc(C(=O)N2CCCC3(CCC(=O)N(CCOC)C3)C2)cn1 (stereo not given)	-6%
O=C(N[C@@H]1C[C@H](Cn2cc(C3CC3)nn2)[C@@H](O)[C@H]1O)c1cccnc1	-18%[44.1 µM]
c1ccc2nc(-n3nc(C4CCOC4)nc3C3CC3)cnc2c1 (stereo not given)	-14%
COc1ccc(-c2nc3ccncc3[nH]2)cc1	?
Cc1cc(C)c2[nH]c(C(=O)N(C)Cc3ccccc3-n3cccn3)c(C)c2c1	-13%
